hiPSC survival = enhancers of single-cell hiPSC survival, primary screen, ATPlite luminescence. 100% = ROCK inhibitor wells, 0% = DMSO. survival enhancement, % at 20 µM. 0.044% of 360,000 active; in the data active = survival enhancement above about 18%;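 note: cells exposed to compounds for 16 hours before the ATP read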
NR2E3 ag-1 = inhibitors of NR2E3-RetCOR corepressor binding, primary screen, NR2E3 agonist project, biochemical, TR-FRET, GST-NR2E3, biotin-RetCOR; inhibition of corepressor binding, % at 4.78 µM; 0.12% of 320,000 active; 1536-well; AID 2300, 2010; Photoreceptor-specific nuclear receptor (Homo sapiens), Q9Y5X4;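 active = percent inhibition above the cutoff of mean plus 3 SD of all tested compounds, set per screening campaign, cut at about 20% in these data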;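 note: 0% = DMSO wells and 100% = biotin wells as full block of FRET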
Target sequence (Q9Y5X4 whole entry, looked up): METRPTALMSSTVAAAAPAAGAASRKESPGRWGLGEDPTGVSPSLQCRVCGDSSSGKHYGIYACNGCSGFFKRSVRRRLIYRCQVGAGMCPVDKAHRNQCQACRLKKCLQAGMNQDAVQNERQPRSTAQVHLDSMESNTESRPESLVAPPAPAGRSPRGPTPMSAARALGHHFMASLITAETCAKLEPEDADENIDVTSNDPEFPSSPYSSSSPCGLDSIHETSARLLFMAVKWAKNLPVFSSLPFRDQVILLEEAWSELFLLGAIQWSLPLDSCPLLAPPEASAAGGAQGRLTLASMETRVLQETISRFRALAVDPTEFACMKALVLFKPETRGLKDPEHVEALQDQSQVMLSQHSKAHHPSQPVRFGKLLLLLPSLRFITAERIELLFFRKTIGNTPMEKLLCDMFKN
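Assay system: NR2E3–RetCOR corepressor complex. Quantity: 1.35 nM GST-NR2E3. Buffer or medium: pH 7.5 Tris-based buffer. Reagent: biotinylated RetCOR corepressor at 7 nM final. Schedule: 5 h at 4 °C. Detection: TR-FRET, emission read at 617 and 671 nm. Replicates: one well per compound, singlicate testing.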
HIF-2a inh = HIF-2a reporter inhibitors, primary screen, luminescence, 786-0 RCC cells. 786-0 RCC cells HIF-2a reporter, luciferase luminescence, overnight. inhibition, % at 18.8 µM. 0.72% of 360,000 active. AID 624352, 2012;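 active = inhibition of the luminescence signal of 40% or more relative to plate controls, in a single-dose primary screen at 18.75 µM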
CF NFkB block = inhibitors of PAF-induced NF-kB signaling, primary screen, cell-based, GFP fluorescence, uHTS; KKLEB NF-kB-GFP reporter, GFP fluorescence overnight; inhibition, % at 5 µM; 0.86% of 360,000 active; AID 588850, 2011;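 active = at least 50% inhibition at 5 µM, scaled per plate between neutral and stimulator controls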;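 note: PAF is a Pseudomonas aeruginosa culture filtrate used as stimulus; plate controls were PAF-stimulated DMSO wells for no effect and unstimulated DMSO wells for full effect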
TWEAK-Fn14 inh = inhibitors of TWEAK-Fn14 signaling, primary screen, luciferase reporter cells, uHTS | TWEAK-stimulated Fn14 reporter cells, luciferase luminescence, 8 h | inhibition, % at 10 µM | 2% of 360,000 active | AID 1159606, 2016; in the data active = inhibition above about 50%
MITF TRPM1 inh = inhibitors of MITF-dependent TRPM1 promoter reporter, primary screen, cell-based, SK-MEL-5, single point, luciferase; SK-MEL-5 TRPM1 promoter luciferase, 24 h; inhibition, % at 12.5 µM; 0.83% of 330,000 active; AID 488899, 2010;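 active = mean inhibition across replicates of 60% or more, whatever share of single replicates reaches that level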; note: values of inactives mirror those of a sister screen read the other way
Shn3 3UTR inh = reduction of Shn3 3'UTR firefly luciferase signal, primary screen, Schnurri-3 inhibitor project, cell-based, Clone20 osteoblasts, set 2; Clone20 osteoblast Shn3 3'UTR firefly luciferase, 24 h; inhibition, % at 12.5 µM; 0.52% of 360,000 active; AID 588674, 2011;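 active = mean inhibition of at least 75% with every replicate also reaching 75%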;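 note: 0% = median of neutral control wells and 100% = pilot-screen positive control compound; some compounds past the cut are filed as inactive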
NR2E3 ag-2 = NR2E3 agonists in two-hybrid cells, primary screen, cell-based, luminescence, CHO-S, Gal4-NCOR/VP16-NR2E3 | Photoreceptor-specific nuclear receptor (Homo sapiens), Q9Y5X4 | luciferase | inhibition of corepressor binding, % at 3.98 µM | 0.35% of 360,000 active | AID 602229, 2012;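 active = inhibition above the mean of all tested compounds plus 3 SD, cut at about 70% in these data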;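 note: 0% = DMSO with NR2E3 transfected cells and 100% = cells lacking NR2E3 construct; higher means lower luciferase signal from less NR2E3 corepressor binding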
Peg3 prom inh = Peg3 promoter-driven luciferase inhibitors, primary screen, cell-based, HeLa, luciferase luminescence; HeLa PEG-Prom luciferase reporter, overnight; inhibition, % at 20 µM; 1.7% of 360,000 active;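 active = inhibition of at least 50% at 20 µM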
aDG glyco up = activators of alpha-DG glycosylation, primary screen, uHTS, Pro5-aDG cells, AlphaScreen. activation, % at 10 µM. 0.22% of 360,000 active. alpha-DG glycosylation AlphaScreen (IIH6); 0% Pro5, 100% B10-LARGE cell signal;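 active = activation of at least 8% versus controls, or a plate z-score of at least 8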;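 note: Pro5 are CHO cells carrying HIG-tagged alpha-DG that lacks glycosylation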
KKLEB cytotox = cytotoxicity in KKLEB CF airway cells, primary screen, cytotoxicity control for CF NF-kB inhibitor project, cell-based, uHTS, fluorescence assay plates. activity change (cytotoxicity), % at 5 µM. 0.36% of 360,000 active. KKLEB CF airway cells viability, ATPlite luminescence, overnight; active compounds read low; cells stimulated with P. aeruginosa culture filtrate. AID 602141, 2011;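 active = corrected activity change at or below -50% at 5 µM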
* hit, by the source's call; x = no result given.

canonical_smiles	KKLEB cytotox	CF NFkB block	hiPSC survival	NR2E3 ag-1	NR2E3 ag-2	aDG glyco up	MITF TRPM1 inh	HIF-2a inh	Peg3 prom inh	TWEAK-Fn14 inh	Shn3 3UTR inh
CNC(=O)Oc1ccccc1C1CCCCC1	-15	19	4.2	x	6	-0.4	-9	6	14	0	17
O=C(Cc1ccccc1)N1CCN(CC2CC=CCC2)CC1 (configuration not stated)	5	-12	0.5	5	-25	0.2	4	15	3	-11	-8
Cc1c(C(=O)C(=O)N2CCOCC2)c2ccccc2n1Cc1ccccc1	-2	11	-0.1	1	-15	-0.2	10	12	2	15	-13
O=C1C2CCCN2C(c2cccnc2)N1c1ccc(Cl)c(Cl)c1 (configuration not stated)	-2	10	-1.3	0	-16	0.0	0	6	1	-4	-20
O=C(c1cccc(C(F)(F)F)c1)C1CCCN(Cc2ccccc2O)C1 (configuration not stated)	-13	-4	-0.3	2	-5	0.0	2	12	12	7	-6
CCNCC1(c2ccc(OC)c(OC)c2)CCCC1	5	-2	-2.3	-4	1	0.2	-8	5	12	-8	3
Cn1cc(C(=O)OCC(=O)N2CCCCC2)c2ccccc21	-2	0	0.2	2	1	-0.2	-8	-52	-56	8	-22
CCOP(=O)(CCP(=O)(OCC)OCC)OCC.C[CH2][Sn]([Cl])([Cl])[CH2]C	36	53*	-2.4	x	91*	0.4	85*	-18	-57	58*	48
COc1cc(/C=C2\C(=O)NC(=O)N(c3ccccc3)C2=O)c([N+](=O)[O-])cc1OC	-10	-4	0.3	x	-35	0.2	6	14	-5	13	-2
O=C(c1c[nH]cc1-c1ccccc1)c1cccc2ccccc12	-13	17	-2.3	5	13	0.3	-14	36	42	23	1
CC(=O)Nc1ccc2c(c1)CC1(C(=O)N(C)C(=O)N(C)C1=O)C1CCCN21 (configuration not stated)	-4	5	-0.1	-2	-45	0.3	0	7	-37	-26	14
CC[C@@]1(O)C(=O)OCc2c1cc1n(c2=O)Cc2cc3c(NC(=O)CN)cccc3nc2-1	-34	-5	-0.5	2	-26	-0.1	42	21	-2	-9	27
CC12CCC3C(CCC4CC(=O)C(C(O)C(F)(F)F)CC43C)C1CCC2O (configuration not stated)	-4	16	-2.0	x	7	-0.3	-10	13	3	14	7
CCC(=NCc1cccnc1)c1c(O)n(Cc2ccccc2)c(=O)[nH]c1=O	-3	0	-0.4	4	0	0.1	5	11	11	-3	-2
COc1cccc(-n2c(CN3CCN(C)CC3)nc3ccc([N+](=O)[O-])cc3c2=O)c1	-2	-5	6.6	2	14	-0.2	29	9	13	-23	-1
COC(=O)C(C)Oc1cc(C)cc2oc(=O)c3c(c12)CCC3 (configuration not stated)	-2	-67	4.4	1	-8	-0.8	8	-12	-13	13	-36
O=C(O)c1cccc(NC(=O)N2C[C@H]3C[C@@H](C2)c2cccc(=O)n2C3)c1	12	12	-2.5	0	-22	0.1	5	4	-12	9	-20
Clc1cccc(CN2CCCCC2c2cccnc2)c1 (configuration not stated)	-8	-12	3.4	1	-26	0.0	6	-7	21	2	9
COC(=O)C1=C(c2ccc(OC(F)(F)F)cc2)C[C@@H]2CC[C@H]1N2C(=O)NCCOc1ccc(OC)cc1	4	-2	5.3	-1	24	0.8	10	16	-2	12	7
Cc1cc(OCC(=O)N2CCCN(C)CC2)ccc1Cl	4	1	0.0	3	-15	0.3	-8	-43	-19	-2	-14
O=C1NC2NC(=O)N([N+](=O)[O-])C2N1 (configuration not stated)	-21	-7	0.5	1	5	0.0	x	13	-2	-9	9
NS(=O)(=O)OC(CCc1ccccc1)C(Cl)(Cl)Cl (configuration not stated)	6	1	0.2	7	-27	-0.3	5	18	7	-2	-1
N#CC(c1cccnc1)N1CCOCC1 (configuration not stated)	1	2	0.8	-1	4	-0.1	-1	21	21	-9	-3
Cc1ccc(CS(=O)(=O)Cc2ccc(C(=O)N3CCC4(CC3)OCCO4)o2)cc1	9	0	1.9	3	-14	0.1	0	-3	-21	-32	2
O=C1CN=C(c2ccccc2F)c2cc(Cl)ccc2N1	6	4	-2.3	4	9	-0.1	7	15	15	-29	-20
C[C@H]1CN([C@@H](C)CO)C(=O)CCCn2nncc2CO[C@H]1CN(C)C(=O)Oc1ccc2ccccc2c1	-2	-1	-0.3	x	-13	-0.1	x	6	-8	-20	3
C=CCn1c(O)c(C(CC)=NCCc2c[nH]c3ccccc23)c(=O)[nH]c1=O	-16	3	0.4	0	-49	0.1	9	-7	39	4	-2
Cc1ccccc1-n1c(O)c(/C=N/NC(=O)c2ccncc2)c(=O)[nH]c1=O	5	2	-1.0	0	-4	-0.1	4	16	13	11	-7
CSc1ccccc1C(=O)C1CCCN(Cc2ccccn2)C1 (configuration not stated)	16	21	-0.4	-2	-14	0.3	15	7	14	28	7
Cc1cccnc1NC1=NCC(C)S1 (configuration not stated)	3	3	0.0	6	4	-0.3	14	6	0	12	-2
C[C@]12CCC(=O)CC1CCC1C2CC[C@]2(C)C(OC(=O)CCC(=O)O)CCC12 (some centres not stated)	-5	8	-0.5	2	-1	0.0	-4	18	1	-4	-9
FC(F)(F)c1cccc(C2NCc3ccccc3-n3cccc32)c1 (configuration not stated)	-2	-6	-0.7	-4	-12	0.4	19	18	18	3	13
CCOC(=O)C(NC(C)=O)C(OC(C)=O)c1cccc(N(CCCl)CCCl)c1 (configuration not stated)	-22	12	0.2	0	-6	-0.1	8	1	-1	13	14
COc1cccc(-n2c(O)c(C=NCCN3CCNCC3)c(=O)[nH]c2=S)c1	-4	9	-0.5	-1	5	0.0	4	6	-33	-5	-104
COC(=O)C1=C(c2cc3ccccc3o2)C[C@@H]2CC[C@H]1N2C(=O)NCc1ccccc1	7	-5	-1.9	-5	-19	0.0	3	17	14	-2	-2
COc1ccc(OC)c(C(O)C2CCCCN2)c1 (configuration not stated)	3	8	0.2	6	-7	0.0	9	19	19	-5	8
O=C1CC(=O)N(c2ccc(Cl)cc2Cl)C(=O)N1	2	-2	-0.8	-1	6	0.0	2	-10	5	-11	-2
CO[C@H]1C=C2CCN(C)[C@H]2C2c3cc4c(cc3C(=O)O[C@@H]21)OCO4 (some centres not stated)	3	-4	1.4	3	-17	-0.1	11	5	-17	-8	-4
CCCC1C(C#N)=C(N)Oc2c1c(=O)oc1ccccc21 (configuration not stated)	2	-4	1.0	2	-4	0.0	-7	4	6	-12	3
O/N=C/c1c[nH]c2ccccc12	2	8	-0.7	4	-8	-0.2	4	20	3	19	-15
C=CCOC(=O)c1ccccc1N	-9	-4	3.2	0	6	0.0	0	-11	-15	7	1
CCc1nn(CC(=O)N2CCC3(CC2)OCCO3)c(=O)c2cccn12	7	-11	0.0	2	11	0.0	4	2	-10	-5	-15
Cc1ccc(CN2CCN(Cc3ccccc3)CC2)cc1	2	5	0.9	2	8	0.1	1	8	-1	-7	9
CN1C(=O)C(c2ccccc2)C(=O)N(C)C1=O	-4	4	-0.1	0	12	-0.1	x	17	-3	3	2
CCCCn1c(=O)c(C=Nc2ccc(Cl)cc2)c(O)n(Cc2ccco2)c1=O	15	1	-0.2	-2	-22	0.2	6	-2	3	-1	-4
COC(=O)C1=C(c2cc3ccccc3o2)C[C@@H]2CC[C@H]1N2C(=O)NCc1ccco1	-30	20	-1.9	3	15	-0.2	0	-7	-2	16	-1
COc1ccc(OCC#CCN2CCC(C)CC2)cc1	-18	10	5.3	0	-12	0.1	-3	-2	-17	-1	-21
O=C(Cc1ccccc1)OCC(=O)N1CCN(S(=O)(=O)c2ccc(Cl)cc2)CC1	2	8	-0.4	6	-11	-0.2	-1	2	-20	7	14
CCCOP(=O)(OCCC)C(NC(=O)c1ccccc1)=C(Cl)Cl	11	-8	-1.2	-2	7	0.3	8	13	11	17	-11
CCOC(=O)CC(NC(=O)C(Cc1ccc(N(CCCl)CCCl)cc1)NC(C)=O)C(=O)OCC (configuration not stated)	-26	26	-2.7	-3	-37	-0.6	47	-12	38	26	39

Some of these compounds in order of SMILES length, high to low:
canonical_smiles	KKLEB cytotox	CF NFkB block	hiPSC survival	NR2E3 ag-1	NR2E3 ag-2	aDG glyco up	MITF TRPM1 inh	HIF-2a inh	Peg3 prom inh	TWEAK-Fn14 inh	Shn3 3UTR inh
COc1ccc(OCC#CCN2CCC(C)CC2)cc1	-18	10	5.3	0	-12	0.1	-3	-2	-17	-1	-21
COc1ccc(OC)c(C(O)C2CCCCN2)c1 (configuration not stated)	3	8	0.2	6	-7	0.0	9	19	19	-5	8
N#CC(c1cccnc1)N1CCOCC1 (configuration not stated)	1	2	0.8	-1	4	-0.1	-1	21	21	-9	-3

Further structures follow.
canonical_smiles	KKLEB cytotox	CF NFkB block	hiPSC survival	NR2E3 ag-1	NR2E3 ag-2	aDG glyco up	MITF TRPM1 inh	HIF-2a inh	Peg3 prom inh	TWEAK-Fn14 inh	Shn3 3UTR inh
O=C(C(=O)N1CCOCC1)c1cn(CCCOc2ccccc2)c2ccccc12	-5	2	0.9	0	2	-0.1	0	3	-4	38	11
CC(=O)O[C@@H]1/C=C/[C@](C)(O)C[C@@H](C)C/C=C/[C@H]2[C@H](O)[C@@](C)(O)[C@@H](C)[C@H]3[C@H](Cc4ccccc4)NC(=O)[C@@]312	6	-7	6.3	4	6	-0.2	x	-1	9	-3	9
CN1CCN(c2ncnc3c2cnn3C)CC1	-6	10	-0.7	5	-7	-0.1	-2	20	9	5	12
CCC/C(=N\O)c1c[nH]c2ccccc12	-5	15	0.1	1	-12	-0.4	0	-23	-13	-12	-1
Cc1cccn2c(NCC3CCCO3)c(C(C)C)nc12 (configuration not stated)	-8	3	1.2	5	-10	0.1	8	10	4	3	-10
C=CC1CN2CCC1CC2C(OC(C)=O)c1ccnc2ccc(OC)cc12 (configuration not stated)	1	8	0.0	-2	3	0.1	-5	7	-7	17	8
COc1ccc(/C=C2\C(=O)NC(=S)N(C)C2=O)cc1C	0	0	0.1	5	-17	0.0	16	19	14	-2	20
COc1ccc2c(CCN)c[nH]c2c1	-6	-4	3.9	0	7	-0.4	-2	15	7	14	-17
O=c1[nH]c(=S)n(Cc2ccc(F)cc2)c(O)c1C=NCC1CCCO1 (configuration not stated)	8	18	-0.1	0	1	1.7	7	13	5	12	11
Clc1ccc(C(OCCN2CCCCC2)c2ccccc2)cc1 (configuration not stated)	5	-2	-3.4	0	12	0.2	-7	-9	-16	-23	3

These rows are one share of the data. The share of hits here may be higher or lower than overall.
